Screening results as filed in PubChem BioAssay.
E coli growth: counter-screen for AddAB inhibitors: E. coli growth inhibition; E. coli V3065 growth, OD600 absorbance, 18 h; inhibition, % at 11.9 µM; 330,000 tested, 0.27% active;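 active = inhibition above the campaign's mean inhibition across all tested compounds plus 3 SD, cut at about 9.9% in these data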;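 note: uninfected addAB+ strain grown without phage in ampicillin broth; 0% = DMSO wells and 100% = ciprofloxacin 0.95 µg/ml wells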
MITF TRPM1 HTS: increases MITF-driven TRPM1 promoter luciferase signal | SK-MEL-5 TRPM1-promoter luciferase, 24 h; % of positive control, neutral wells = 0 | activation, % at 12.5 µM | 300,000 tested, 0.75% active;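 active = mean activation of at least 80% with every replicate also reaching 80%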;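 note: 0% = neutral control wells and 100% = parthenolide positive control wells; values of inactives mirror those of a sister screen read the other way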
Tat export inh: E. coli Tat transport inhibition | 340,000 tested, 0.036% active | E. coli MC4100 TorA-mCherry Tat export, fluorescence | AID 488895 | inhibition, % at 10 µM;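 active = mean replicate inhibition at least 50% and at least half of replicates individually reaching 50%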;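 note: exported cargo escapes ClpAP degradation while cytoplasmic cargo is degraded and loses fluorescence; 0% = median of neutral control wells and 100% = median of NaSCN control wells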
SR-BI DiI inh: mouse SR-BI HDL lipid transfer inhibition. Q61009. 320,000 tested, 0.96% active. ldlA[mSR-BI] CHO cells, DiI-HDL uptake fluorescence, 3 h. AID 488896. inhibition, % at 12.5 µM;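 active = mean replicate inhibition of at least 70% and a set share of replicates each scoring 70 or more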;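 note: 0% = median of neutral control wells and 100% = median of positive control wells; values of inactives mirror those of a sister screen read the other way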
Target sequence (Q61009 whole entry, looked up): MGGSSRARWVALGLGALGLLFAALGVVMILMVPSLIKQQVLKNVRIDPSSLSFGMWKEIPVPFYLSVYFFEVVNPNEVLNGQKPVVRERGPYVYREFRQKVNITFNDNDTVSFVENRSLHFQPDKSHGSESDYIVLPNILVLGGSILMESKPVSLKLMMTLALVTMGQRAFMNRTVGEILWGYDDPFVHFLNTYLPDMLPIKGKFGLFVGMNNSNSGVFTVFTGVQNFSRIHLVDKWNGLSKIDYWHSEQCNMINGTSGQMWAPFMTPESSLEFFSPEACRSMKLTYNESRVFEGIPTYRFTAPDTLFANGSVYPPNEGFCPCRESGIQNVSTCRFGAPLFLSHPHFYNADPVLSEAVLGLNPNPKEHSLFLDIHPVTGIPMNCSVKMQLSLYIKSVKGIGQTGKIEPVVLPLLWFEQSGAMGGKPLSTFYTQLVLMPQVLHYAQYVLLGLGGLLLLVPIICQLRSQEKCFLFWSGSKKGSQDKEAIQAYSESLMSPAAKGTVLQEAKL
AddAB inh: less growth of phage-infected E. coli with AddAB; inhibition, % at 11.9 µM; E. coli expressing H. pylori AddAB, absorbance growth; 330,000 tested, 0.29% active; in the data active = inhibition above about 12%;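 note: 0% = vehicle wells of infected cells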
Wnt act: activators of Wnt/beta-catenin signaling; activation, % at 9.35 µM; Wnt/beta-catenin reporter cell assay, activator, plate reader; AID 743398; 300,000 tested, 1.2% active; in the data active = activation above about 30%, passing the limit was not always enough;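 note: 0% = neutral control wells and 100% = positive control wells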
CAL PDZ FP-1: inhibitors of human CAL PDZ peptide binding. Q9HD26. purified CAL PDZ, TMR-peptide fluorescence polarization, 1 h. inhibition, % at 24.9 µM. 300,000 tested, 0.92% active. AID 602252;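 active = mean inhibition of at least 30% with at least half of replicates also reaching 30%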;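 note: 0% = DMSO neutral control and 100% = excess unlabeled competitor peptide PRC23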
CAL PDZ FP-2: human CAL PDZ-peptide interaction inhibition; purified CAL PDZ, TMR-peptide fluorescence polarization, 1 h; inhibition, % at 20 µM; 330,000 tested, 0.02% active; AID 504414;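 active = highest replicate inhibition of at least 40%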;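 note: plate controls were DMSO neutral control wells for no effect and unlabeled competitor peptide control wells for full effect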
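Read-out basis: mP drop reported as inhibition | Assay system: Tagged CAL PDZ protein CerCALP, purified | Benchmarks: Unlabelled peptide for full inhibition, DMSO wells as neutral | Schedule: 1 h incubation at room temperature before polarization reading | Buffer or medium: Sodium phosphate/NaCl buffer pH 7.4 with TCEP, IgG, Thesit | Doses: Single point, 20 µM | Measured by: Fluorescence polarization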
SR-BI uptake up: activators of SR-BI mediated HDL lipid uptake. CHO ldlA[mSR-BI] cells, DiI-HDL uptake fluorescence, 3 h; 100 = double the neutral-control signal. activation, % at 12.5 µM. 320,000 tested, 0.096% active;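 active = mean replicate activation of at least 60% and every replicate at or above 60%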;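 note: 0% = median plate neutral-control signal and 100% = twice that signal; values of inactives mirror those of a sister screen read the other way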
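Test system: SR-BI-overexpressing, LDLR-lacking CHO cells; Medium: Ham's F12 with 0.5% BSA, HEPES 25 mM, pH 7.4; Schedule: 3 h, 37 °C; Technique: bottom-read fluorescence, 550/595 nm.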
phage Ecoli inh: E. coli growth loss with phage present. growth absorbance. inhibition, % at 11.9 µM. 360,000 tested, 0.26% active; in the data active = inhibition above about 11%
* marks the source's active call; other numbers are inactive results; · = not tested or not shown. Compounds were not picked by outcome; about 3.6% have a hit in one of these screens.

Results follow in this order: E coli growth, MITF TRPM1 HTS, Tat export inh, SR-BI DiI inh, AddAB inh, Wnt act, CAL PDZ FP-1, CAL PDZ FP-2, SR-BI uptake up, phage Ecoli inh
1: CCOC(=O)c1c(CN2CCN(C)CC2)n(C)c2cc(Br)c(OC)cc12
  -3.8, 37, 6, -11, -1.8, ·, ·, -3.3, 11, 3.6
2: COCCCNC(=S)NNC(=O)C1CC1c1ccc(C(C)(C)C)cc1 (centres undefined)
  ·, -8, 0, 21, ·, -2, -2, 0.1, -21, 2.4
3: O=C(c1ccccc1-c1nc(-c2ccc(F)cc2)no1)N1CCCC1
  1.4, -20, 1, 57, 3.1, ·, -3, -0.9, -57, 6.5
4: O=C(CN1C(=O)NC2NC(=O)NC21)N/N=C/c1ccc(F)cc1 (centres undefined)
  -0.8, 5, 2, -15, -1.7, -1, ·, 0.5, 15, 4.7
5: COC(=O)C(N)Cc1ccc(OC)c([N+](=O)[O-])c1 (centres undefined)
  1.8, -15, -4, -16, -0.7, 2, ·, -0.5, 16, 2.4
6: O=C(NCc1ccc(F)cc1)C(c1ccccc1)N(C(=O)c1csnn1)C1CCCC1 (centres undefined)
  -0.6, 0, -9, 3, 3.8, -3, -1, -3.3, -3, 0.3
7: O=C(/C=N/O)NCCCN1CCCCCC1
  -1.6, 6, 0, -30, 0.5, ·, -3, -1.8, 30, 0.6
8: c1ccc(C(Cc2nc(-c3ccccn3)no2)c2ccccc2)cc1
  2.1, 40, 9, 9, 0.9, ·, -1, -0.3, -9, 2.2
9: O=C(COC(=O)CCOc1ccccc1)NCc1ccco1
  -0.4, -5, 3, -12, 2.7, ·, -2, -0.4, 12, 0.6
10: CN1/C(=C\C(=O)COC(=O)c2ccc([N+](=O)[O-])o2)C(C)(C)c2ccccc21
  -0.7, 0, 3, -27, 2.0, -1, 3, -0.2, 27, 0.5
11: O=c1cc(-c2ccccc2)[nH]n1-c1nc2ccccc2s1
  -1.6, 2, 20, 12, 3.9, ·, ·, 1.2, -12, 2.5
12: Cc1ccc(NC(=O)c2nc(S(=O)(=O)Cc3ccccc3)ncc2Cl)cc1
  -2.5, -95, -12, -10, 0.1, -10, -1, -2.5, 10, 2.0
13: CSCCC(NS(=O)(=O)c1ccc2[nH]c(=O)c(=O)[nH]c2c1)C(=O)O (centres undefined)
  0.5, -5, 2, -9, -0.8, 0, -7, 11, 9, 3.2
14: CCN(CC)S(=O)(=O)c1ccc(N2CCCC2)c(NC(=O)C2CCCCC2)c1
  2.3, 1, -4, -10, -0.2, -2, 40*, 0.1, 10, 1.8
15: COc1ccc(NC(=O)CSc2nnc(NC(=O)C3CC3)s2)cc1OC
  -2.1, -3, -4, 7, 5.3, 1, -4, -0.4, -7, -0.2
16: COc1ccc(C(=O)NC(C)c2nnc(SCC(=O)NC3CCCC3)n2C)cc1 (centres undefined)
  -0.3, -2, -5, -10, 1.2, -1, -4, -0.5, 10, 3.8
17: Cc1cc(Sc2nc(NC(C)C)nc(NC(C)C)n2)nc(Cl)n1
  -3.2, 9, -4, -5, -0.3, -1, -5, -0.9, 5, -0.1
18: CCOC(=O)C1(Cc2cccc(F)c2)CCN(CCCn2cccn2)CC1
  2.7, 5, 11, -17, 1.3, -1, -2, -0.3, 17, -1.7
19: CCn1c(O)c(N=Nc2ccc3ccccc3n2)c2ccccc21
  0.5, 116*, -2, 10, 1.2, -1, -7, -1.0, -10, 1.4
20: Cc1ccc(CN2CC34C=CC(O3)C(C(=O)NCc3ccc5c(c3)OCO5)C4C2=O)cc1 (centres undefined)
  -0.2, 5, 3, 0, 1.5, ·, 1, -3.2, 0, 3.9

11 compounds out of the list, ordered by length of the SMILES, smallest number first:
Results follow in this order: E coli growth, MITF TRPM1 HTS, Tat export inh, SR-BI DiI inh, AddAB inh, Wnt act, CAL PDZ FP-1, CAL PDZ FP-2, SR-BI uptake up, phage Ecoli inh
7: O=C(/C=N/O)NCCCN1CCCCCC1
  -1.6, 6, 0, -30, 0.5, ·, -3, -1.8, 30, 0.6
9: O=C(COC(=O)CCOc1ccccc1)NCc1ccco1
  -0.4, -5, 3, -12, 2.7, ·, -2, -0.4, 12, 0.6
19: CCn1c(O)c(N=Nc2ccc3ccccc3n2)c2ccccc21
  0.5, 116*, -2, 10, 1.2, -1, -7, -1.0, -10, 1.4
5: COC(=O)C(N)Cc1ccc(OC)c([N+](=O)[O-])c1 (centres undefined)
  1.8, -15, -4, -16, -0.7, 2, ·, -0.5, 16, 2.4
17: Cc1cc(Sc2nc(NC(C)C)nc(NC(C)C)n2)nc(Cl)n1
  -3.2, 9, -4, -5, -0.3, -1, -5, -0.9, 5, -0.1
18: CCOC(=O)C1(Cc2cccc(F)c2)CCN(CCCn2cccn2)CC1
  2.7, 5, 11, -17, 1.3, -1, -2, -0.3, 17, -1.7
16: COc1ccc(C(=O)NC(C)c2nnc(SCC(=O)NC3CCCC3)n2C)cc1 (centres undefined)
  -0.3, -2, -5, -10, 1.2, -1, -4, -0.5, 10, 3.8
14: CCN(CC)S(=O)(=O)c1ccc(N2CCCC2)c(NC(=O)C2CCCCC2)c1
  2.3, 1, -4, -10, -0.2, -2, 40*, 0.1, 10, 1.8
13: CSCCC(NS(=O)(=O)c1ccc2[nH]c(=O)c(=O)[nH]c2c1)C(=O)O (centres undefined)
  0.5, -5, 2, -9, -0.8, 0, -7, 11, 9, 3.2
20: Cc1ccc(CN2CC34C=CC(O3)C(C(=O)NCc3ccc5c(c3)OCO5)C4C2=O)cc1 (centres undefined)
  -0.2, 5, 3, 0, 1.5, ·, 1, -3.2, 0, 3.9
10: CN1/C(=C\C(=O)COC(=O)c2ccc([N+](=O)[O-])o2)C(C)(C)c2ccccc21
  -0.7, 0, 3, -27, 2.0, -1, 3, -0.2, 27, 0.5

Next results follow:
Results follow in this order: E coli growth, MITF TRPM1 HTS, Tat export inh, SR-BI DiI inh, AddAB inh, Wnt act, CAL PDZ FP-1, CAL PDZ FP-2, SR-BI uptake up, phage Ecoli inh
21: CCC(CC)C(=O)Nc1c2c(nn1-c1ccc(C)cc1)CS(=O)(=O)C2
  -3.3, 12, 1, -12, 0.6, -2, -5, -0.2, 12, 2.6
22: CC1(C)C(=O)OC(c2ccco2)C(C)(C)C1=O (centres undefined)
  -4.3, 5, -4, -14, -0.7, -1, -4, -0.6, 14, 0.9
23: O=C(CCC1(C(=O)O)CCC(=O)NC1)NCc1ccccc1 (centres undefined)
  1.5, -2, -3, -11, 0.6, 0, -2, -2.7, 11, 2.7
24: CCc1cccc(C)c1NC(=O)CN1C(=O)NC(CCc2ccccc2)C1=O (centres undefined)
  -0.4, -2, 5, -33, -2.6, -2, -11, -0.3, 33, 2.7
25: O=C(/C=C/c1cccc([N+](=O)[O-])c1)N(c1ccccn1)c1ccccn1
  1.4, -9, 5, -8, -0.2, 29, 0, -1.4, 8, 3.9
26: CCN(CC)S(=O)(=O)c1cccc(NC(=O)COC(=O)c2cc(=O)c3ccccc3o2)c1
  -0.2, -1, -6, ·, 0.8, 0, 3, -1.3, ·, 0.0
27: O=C(CNC(=O)Cn1ccc2ccccc2c1=O)NCCCN1CCCCCC1
  0.8, ·, 1, -18, 2.3, -3, 5, -0.4, 18, 3.5
28: CC(=O)Nc1ccc(NC(=O)CSc2nc(=O)n(Cc3ccncc3)c3c2CCC3)cc1
  2.0, -10, -9, -10, 5.1, 0, -1, -1.7, 10, 1.6
29: COc1cccc(NS(=O)(=O)c2ccc3c(c2)CC(=O)N3)c1
  -1.6, -1, 0, -5, -0.1, -2, -1, -0.8, 5, 0.1
30: CCN(CC)S(=O)(=O)c1ccc2oc(C(=O)NCC3COc4ccccc4O3)c(C)c2c1 (centres undefined)
  1.4, -15, -4, 44, 4.6, -7, -3, -1.7, -44, 0.8
31: Cc1ccc(/C=N/n2c(C3CCCCC3)n[nH]c2=S)o1
  -0.3, 4, -3, -33, 2.0, -1, -4, 0.4, 33, 3.1
32: COc1ccc(CNC(=O)CN(Cc2ccco2)C(=O)CNS(=O)(=O)c2ccc(C)cc2)cc1
  -3.7, -3, 3, 0, 2.4, -2, -3, 0.0, 0, 2.4
33: CC(=O)Nc1ccc(/C(C)=N/NC(=O)CN(c2ccccc2Br)S(C)(=O)=O)cc1
  0.5, 12, 8, 1, 4.8, ·, -4, -0.7, -1, 3.9
34: CSC(=CC(=O)c1ccccc1)SC
  1.3, 16, -6, -8, 2.3, ·, -2, -3.8, 8, 1.7
35: COc1cccc(OCC(O)CN2CCN(CCN3C(=O)c4cccc5cccc(c45)C3=O)CC2)c1 (centres undefined)
  -1.3, 16, 3, 49, 1.1, 0, -2, -1.8, -49, 2.6
36: CCOc1ccccc1OCCOCCOc1c(Cl)cccc1Cl
  -0.3, 5, 0, 23, 4.3, ·, -4, -0.7, -23, 1.2
37: O=C(O)c1cccnc1
  -1.2, 10, 16, -11, 2.1, 1, 4, -0.1, 12, 1.8
38: COc1ccccc1/C=C/C(=O)OCC(=O)NC1CCS(=O)(=O)C1 (centres undefined)
  -1.2, 7, -5, -4, 1.4, -3, 0, 0.5, 4, 0.9
39: CC1CN=C(N(C(=O)Nc2ccccc2)C(C)c2ccccc2)S1 (centres undefined)
  4.0, 0, -1, ·, 0.8, 0, -3, 1.2, ·, 1.8
40: C=CC[C@H](CC(=O)OC(C)(C)C)C(=O)OC[C@@H]1CCCN1C(=O)[C@@H](CC=C)CC(=O)N[C@H](CO)Cc1ccccc1
  -0.6, 7, 12, 17, 2.8, -2, -8, -0.1, -17, 1.5
41: O=C(Cn1nc(-c2ccccc2)ccc1=O)N1CCCCC1
  -2.0, -9, 3, -10, -2.5, -3, -6, -0.3, 10, 2.5
42: CCN(c1ccc(NC(=O)COC(=O)c2cccs2)cc1)C(C)C
  -0.6, ·, 2, -2, -0.5, 2, -1, -1.9, 2, 1.1
43: COc1ccc(OCCSc2nc(N)cc(=O)[nH]2)cc1
  1.4, 14, 1, -3, 4.6, 0, ·, -0.6, 3, 1.6
44: COCc1cc(/C=N\NC(=O)c2ccc(Cl)cc2)ccc1OC
  -0.3, -4, -3, 1, 1.1, 21, -3, -3.3, -1, 1.7
45: CC(=O)c1cccc(NC(=S)NCc2ccco2)c1
  2.1, -4, -1, 41, 2.7, 1, -1, -0.2, -41, 2.0
46: C#Cc1ccc([C@@H]2C=C(C(=O)OCC=C)O[C@H](OCC)[C@H]2CCCO)cc1
  0.5, -13, 2, 20, 0.8, -3, 1, 1.1, -20, 3.0

A draw from above in order of SMILES length, rising.
Results follow in this order: E coli growth, MITF TRPM1 HTS, Tat export inh, SR-BI DiI inh, AddAB inh, Wnt act, CAL PDZ FP-1, CAL PDZ FP-2, SR-BI uptake up, phage Ecoli inh
45: CC(=O)c1cccc(NC(=S)NCc2ccco2)c1
  2.1, -4, -1, 41, 2.7, 1, -1, -0.2, -41, 2.0
43: COc1ccc(OCCSc2nc(N)cc(=O)[nH]2)cc1
  1.4, 14, 1, -3, 4.6, 0, ·, -0.6, 3, 1.6
46: C#Cc1ccc([C@@H]2C=C(C(=O)OCC=C)O[C@H](OCC)[C@H]2CCCO)cc1
  0.5, -13, 2, 20, 0.8, -3, 1, 1.1, -20, 3.0
